Screening results: PubChem BioAssay, National Center for Advancing Translational Sciences (NCATS)
p53 reactivation – restores transcriptional activity of mutant p53; H1299 p53-A138V BP100-luciferase reporter, luminescence, 24 h; Potency, µM (doses to about 92.2 µM), for the others: at the highest dose activity change, positive = activation, most hits filed as activators; 320,000 tested, 0.063% active; further: potency means the concentration at half of the fitted maximal effect; % of control where 0% means no effect; nearly all actives have a fitted effect of over 45% in size
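H1299 (p53-null), stable ts p53-A138V + BP100-Luc; 1000 cells/well, Opti-MEM/10% FBS; cpd 4 pt, 1:5; 24 h, 37 deg C, 5% CO2; detection reagent 10 min RT; luminescence.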
B2AR arrestin – recruits beta-arrestin to the human beta2-adrenergic receptor; 330,000 tested, 0.02% active; Potency, µM (titrated, usually from 46.1 µM), without a hit: at the highest dose activation, actives largely listed as activators; P07550; beta-arrestin recruitment to beta2AR, cell-based reporter;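 further: potency means the concentration at half of the fitted maximal effect; 0% = DMSO controls and full agonism = EC100 isoproterenol or metaproterenol; nearly all actives have a fitted effect of over 65% in size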
Target sequence (P07550 whole entry, looked up): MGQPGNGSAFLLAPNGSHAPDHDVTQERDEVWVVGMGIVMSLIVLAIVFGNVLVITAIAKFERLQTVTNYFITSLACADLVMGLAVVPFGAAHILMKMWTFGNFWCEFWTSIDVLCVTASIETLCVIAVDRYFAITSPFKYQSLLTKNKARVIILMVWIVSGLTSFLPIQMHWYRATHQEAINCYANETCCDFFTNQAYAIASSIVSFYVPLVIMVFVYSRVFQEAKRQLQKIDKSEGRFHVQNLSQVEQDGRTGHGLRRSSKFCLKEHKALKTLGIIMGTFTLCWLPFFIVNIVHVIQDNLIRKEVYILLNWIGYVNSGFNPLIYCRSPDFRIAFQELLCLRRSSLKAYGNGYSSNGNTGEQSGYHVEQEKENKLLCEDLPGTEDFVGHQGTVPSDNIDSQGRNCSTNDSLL
BRCA1 expr act – BRCA1 expression activation; MCF7-BRCA1-FFLuc reporter, luminescence, 48 h; response scale: scaled: vehicle 0%, 10 µM genistein 100%; 380,000 tested, 1.1% active; Potency, µM (highest dose often 46.1 µM), for inactives: top-dose activation, actives largely listed as activators; further: potency means the concentration at half of the fitted maximal effect; nearly all actives have a fitted effect of over 80% in size; some results filed as inactive show a strong effect at the top dose
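Reporter cells (MCF7, BRCA1 promoter-firefly luciferase) received library compounds across a concentration series for 48 h. End-point luminescence was measured and concentration-effect curves derived after normalization.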
Eya2 phos inh – inhibitors of human Eya2 phosphatase activity; Potency, µM (series often up to 76.9 µM), without a hit: at the highest dose activity, negative = inhibition, usual class: inhibitors; O00167; recombinant Eya2, OMFP fluorescence dephosphorylation (OMFP is methylfluorescein phosphate); AID 488837; 330,000 tested, 0.006% active; further: potency means the concentration at half of the fitted maximal effect; on the % scale 0 is the no-effect control and ±100 the full control effect
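Eya2 protein (added as 0.2 uM solution) was preincubated with compound for 10 min at ambient temperature in 50 mM HEPES pH 7.5, 50 mM NaCl, 5 uM MgCl2, 0.05% BSA, 1 mM DTT. OMFP (added at 50 uM) then reacted 10 min; fluorescence read at 485/525 nm.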
uPA generation – inhibitors of cell surface uPA generation; cell surface uPA generation assay, qHTS; AID 540303; 330,000 tested, 0.31% active; Potency, µM (titrated, usually from 38.3 µM), without a hit: at the top dose activity change, negative = inhibition, hits mostly inhibitors; active means well fitted inhibition curve with a large enough effect; inconclusive means small, poorly fitted or top-dose-only effect; inactive means no such curve, though single readings can be large or run the other way; tested in mouse RAW 264.7 cells; further: potency means the concentration at half of the fitted maximal effect; on the % scale 0 is the no-effect control and ±100 the full control effect; nearly all actives have a fitted effect of over 55% in size
TSG101-PTAP inh – blocks PTAP/TSG101 interaction to inhibit HIV-1 budding | 340,000 tested, under 10 active | Fluorescence polarization, FITC-PTAP peptide / Tsg101 binding | Q99816 | Potency, µM (titrated, usually from 115 µM), for inactives: at the top dose activity change, negative = inhibition, usual class: inhibitors; active means well fitted inhibition curve with a large enough effect in the main read-out, with a control signal flat, not every such curve was filed as active; inconclusive means small, poorly fitted or top-dose-only effect, or effect the other way, or a change in a side signal; inactive means no such curve, though single readings can be large or run the other way; further: potency means the concentration at half of the fitted maximal effect; % of control where 0% means no effect
Target sequence (Q99816 whole entry, looked up): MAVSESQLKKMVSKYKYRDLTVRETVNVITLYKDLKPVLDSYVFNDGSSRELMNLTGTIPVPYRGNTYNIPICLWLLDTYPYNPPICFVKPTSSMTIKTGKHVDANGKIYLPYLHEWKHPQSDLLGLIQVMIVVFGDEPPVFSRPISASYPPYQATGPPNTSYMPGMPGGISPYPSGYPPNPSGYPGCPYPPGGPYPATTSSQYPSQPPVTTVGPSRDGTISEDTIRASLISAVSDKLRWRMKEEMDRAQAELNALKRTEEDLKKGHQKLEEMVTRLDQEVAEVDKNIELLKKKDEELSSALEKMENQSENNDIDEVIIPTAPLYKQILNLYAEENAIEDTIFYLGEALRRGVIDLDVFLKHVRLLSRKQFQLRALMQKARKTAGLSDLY
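Fluorescence polarization binding of Tsg101 binding domain (10 uM final) to FITC-labeled PTAP peptide (50 nM final) in HEPES pH 7.5 buffer with NaCl, Tween 20, EDTA, TCEP. Compounds added before peptide; binding 20 min at RT.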
ASM inhibitor – human S-ASM enzyme inhibition; P17405; placental ASM, HMU-PC fluorogenic substrate, 60 min; Potency, µM (titrated, usually from 57.5 µM), for inactives: top-dose activity change, negative = inhibition, usual class: inhibitors; 340,000 tested, 0.006% active; AID 504937; further: potency means the concentration at half of the fitted maximal effect
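qHTS format. ASM enzyme prepared from human placenta hydrolyses the fluorogenic substrate HMU-PC0 (9 uM final) over 60 min at 37 °C after a 10 min compound preincubation.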
ELG1 genotox – inducers of genotoxicity in HEK293T ELG1-luciferase cells; HEK293T ELG1-luciferase reporter, luminescence, 16 h; Potency, µM (highest dose often 46 µM), for the others: top-dose activity change, positive = activation, hits mostly activators; 330,000 tested, 1.3% active; AID 504466; further: potency means the concentration at half of the fitted maximal effect; % of control where 0% means no effect; nearly all actives have a fitted effect of over 60% in size
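After overnight (16 hr) compound treatment at 37 °C, ELG1-luciferase HEK293T cells were lysed with ONE-Glo; luminescence quantified 30 min later at room temperature.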
a7 integrin act – activators of alpha7 integrin expression for muscular dystrophy; Potency, µM (doses to about 38.3 µM), inactives show top-dose activation, most hits filed as activators; 350,000 tested, 0.064% active; alpha7betagal myoblasts, beta-gal FDG fluorescence, 48 h;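 further: potency means the concentration at half of the fitted maximal effect; 100% = response of the positive control SU9516; nearly all actives have a fitted effect of over 60% in size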
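alpha7betagal+/- myoblasts (passage 13, 250/well) treated 48 h at 37C with compounds at 1:260 dilution of DMSO stock. Lysed, then beta-galactosidase activity read as FDG fluorescence (ex 480/em 540) after 30 min, with pre-read for autofluorescence.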
USP2a block – USP2a (human) protease inhibition; O75604; USP2 core, Ub-CHOP2 coupled fluorogenic reporter, 485/531; Potency, µM (highest dose often 38.3 µM), for inactives: top-dose activity change, negative = inhibition, most hits filed as inhibitors; 330,000 tested, 0.01% active;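 further: potency means the concentration at half of the fitted maximal effect; plate controls were DMSO wells for no effect and full inhibition by NEM control for full effect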
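Deubiquitinase activity read as fluorescence (485/531 nm) after Ub-CHOP2 cleavage activates the enterokinase reporter on its substrate; USP2 core 10nM, Ub-CHOP2 and substrate 25nM each, 30min compound preincubation then 60min RT; data normalized to NEM, curves fitted.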
TRPV1 ag – human TRPV1 agonism; TRPV1-expressing cells, Fluo-8 calcium influx, agonist mode; activation, % at 8.33 µM; 320,000 tested, 0.19% active; in the data active means activation above about 80%; inconclusive means between about 30% and that limit; further: 0% is about no effect
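Fluo-8 calcium influx in TRPV1-expressing cells, kinetic read (ex 480/em 520 nm). Compound added and read 3 min for agonist activity, followed by capsaicin at EC20 final and 2 min further read for enhancement.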
* marks the source's active call; other numbers are inactive results; u = inconclusive; x = no result given; [ ] = another dose, or the depositor's remark. Unless noted, the call rests on the fitted dose curve; in most records, active means well fitted curve in the direction sought with a large enough effect; inconclusive means small, poorly fitted or top-dose-only effect, or another doubt; inactive means no such curve, though single readings can be large; an effect the other way counts as inactive or inconclusive.

SMILES | p53 reactivation | B2AR arrestin | BRCA1 expr act | Eya2 phos inh | uPA generation | TSG101-PTAP inh | ASM inhibitor | ELG1 genotox | a7 integrin act | USP2a block | TRPV1 ag
CCN(c1ccccc1)S(=O)(=O)c1ccc(C(=O)N(C)CCc2ccc(OC)c(OC)c2)cc1 | -3% | 0.4% | 5% | 10% | -6% | -4% | 1% | 0% | 4% | -1% | 4
CCN(CC)P(=O)(/C(Cl)=C\Nc1c(C)n(C)n(-c2ccccc2)c1=O)N(CC)CC | -3% | -0.6% | 20% | -1% | 5% | -1% | -4% | -1% | 8% | 1% | -3
COc1ccc(S(=O)(=O)N(C)CC(=O)Nc2ccc(C(F)(F)F)cc2)cc1Cl | -2% | -0.2% | -20% | -12% | x | -3% | -12% | -3% | 12% | 0% | u
COCC(C)n1c(C)cc(C(=O)COC(=O)c2c(C)nn(-c3ccccc3)c2C)c1C (stereo not drawn) | -15% | 0.3% | -26% | 2% | -8% | 0% | -2% | -13% | -32% | 1% | 4
CN1CCN(CC(=O)Nc2ccccc2[N+](=O)[O-])CC1 | 9% | -0.3% | -21% | 7% | 4% | -2% | 2% | 0% | 6% | -3% | 17
CN(C)C(=O)CSc1nnc(-c2ccco2)n1-c1ccccc1 | x | x | 3% | x | -18% | 1% | 8% | x | 0% | x | x
CC(=O)Nc1cccc(NC(=O)/C=C/c2ccc(S(=O)(=O)N3CCOCC3)cc2)c1 | -2% | -0.1% | -8% | 4% | -7% | -3% | -5% | 0% | 10% | 0% | x
O=C(COC(=O)c1ccc(S(=O)(=O)N2CCOCC2)cc1)NC1CCCC1 | -3% | -1.1% | 0% | -5% | 9% | -10% | 3% | 0% | 17% | -2% | -4
CCN1CCN(C(=O)c2nn(-c3ccc(C)cc3)c(=O)c3c2c2ccccc2n3C)CC1 | 15% | -0.1% | -45% | 5% | 1% | -3% | 1% | 7% | 31% | 0% | 3
C/C=C/C=C\C(=O)Nc1cccc(C2=NOC3(C2)C[C@@H](C(N)=O)N(C(=O)c2cc([N+](=O)[O-])cc([N+](=O)[O-])c2C)C3)c1 (stereo partly drawn) | 4% | -0.2% | 0% | 2% | -16% | -2% | -12% | 2% | -9% | -8% | 4
Clc1ccc(-c2cc(CN3CCOCC3)no2)cc1 | 20% | -0.5% | u | 1% | -3% | -8% | -3% | u | 4% | 2% | u
CC1CC(C)CN(c2ncc3c(n2)CC(c2ccc(Cl)cc2)CC3=O)C1 (stereo not drawn) | 3% | -0.7% | 12% | 25% | x | -7% | -1% | 3% | 12% | 1% | -2
CCC(=O)Nc1ccc(NC(=O)c2ccccn2)cn1 | 0% | -0.4% | u | 5% | -8% | -7% | 4% | 2.5µM* | -5% | 1% | 0
CCN(CC(=O)Nc1c(F)cccc1F)C(=O)c1nn(C)c(=O)c2ccccc12 | -14% | -0.9% | 0% | 0% | 4% | -3% | 6% | 1% | -14% | 0% | 1
NC(=O)CSc1nnc(Cc2cccs2)n1C1CCCCC1 | 0% | -0.8% | -11% | 3% | x | -3% | -2% | 1% | -7% | -2% | -3
CCCCC(=O)N(Cc1ccc(F)cc1)C1CCS(=O)(=O)C1 (stereo not drawn) | -1% | -1.1% | 22% | 2% | 9% | -5% | 0% | 1% | 2% | -7% | 7
CCCc1[nH]nc2c1C(C1CC=CCC1)C(C#N)=C(N)O2 (stereo not drawn) | 1% | -0.4% | -38% | 1% | -4% | 0% | -1% | 15% | -21% | 0% | 2
COC(=O)CNC(=O)C1CC(=O)N(CCc2ccc(F)cc2)C1 (stereo not drawn) | x | -0.2% | 2% | -6% | 5% | -3% | 6% | 5% | -5% | -1% | 2
C/C(=N\Nc1nc(N2CCCCC2)nc(N2CCOCC2)n1)c1ccccc1O | -3% | -0.5% | -24% | 7% | -4% | -3% | -22% | -14% | -17% | 0% | 2
COc1ccc(/C=C2\N=C(C)OC2=O)cc1[N+](=O)[O-] | 3% | 0.5% | 0% | 1% | -2% | -3% | 1% | 0% | -8% | 12% | 4
O=C(Cc1ccccc1)c1ccccc1C(=O)N1CCCCC1 | 4% | 0.0% | -4% | 10% | -2% | -2% | 0% | 0% | 1% | 3% | 0
COc1ccc(S(=O)(=O)NNC(=S)NCCc2ccccc2)c(OC)c1 | 6% | -0.3% | -5% | -6% | 1% | -7% | 2% | 10% | 6% | -1% | 5
COc1ccc(NS(=O)(=O)c2ccc(C)c(C(=O)N3CC(C)OC(C)C3)c2)cc1 (stereo not drawn) | -4% | 0.1% | 23% | -15% | -3% | -3% | 10% | -7% | 19% | -4% | 3
CCN(CC)CCNC(=O)CCc1n[nH]c(=O)c2ccccc12 | 4% | -0.2% | -23% | 11% | -1% | 0% | -2% | 3% | -1% | -3% | 1
CC(=O)c1cccc(CN2CCN(CCC(C)C)C(CCO)C2)c1 (stereo not drawn) | 4% | u | -15% | 9% | 3% | 2% | -3% | -2% | 9% | -1% | -1

(cont.)
SMILES | p53 reactivation | B2AR arrestin | BRCA1 expr act | Eya2 phos inh | uPA generation | TSG101-PTAP inh | ASM inhibitor | ELG1 genotox | a7 integrin act | USP2a block | TRPV1 ag
COc1cccc(NC(=O)Cn2cc(C(=O)C3CC3)c3ccccc32)c1 | -1% | -0.7% | 5% | 23% | 2% | -1% | -3% | -2% | -20% | -1% | 2
COc1ccc(OC)c(/C=N/NC(=O)c2ccc(=O)[nH]n2)c1 | 0% | -0.3% | -24% | -6% | -9% | -3% | 8% | -1% | u | -1% | 15
COc1ccc(N2CCN(C(=O)Nc3ccc(S(=O)(=O)N(C)C)cc3)CC2)cc1 | 0% | -0.4% | -42% | -16% | -4% | -2% | -5% | -10% | -3% | 0% | u
Cc1cc(C(=O)c2ccccc2)nc2ccccc12 | 5% | 0.0% | 36% | 14% | -3% | -3% | 3% | 6% | 0% | -2% | 6
O=C1N=C(N2CCOCC2)S/C1=C\c1ccncc1 | -1% | -0.7% | 79% | 4% | 4% | -5% | 3% | -12% | -44% | 0% | -3
COCc1cc(C)nc(SCC(=O)NCC2CCCO2)c1C#N (stereo not drawn) | -2% | 0.4% | -2% | 7% | 2% | -2% | 0% | 0% | -4% | -1% | -5
CC(=O)NC(Cc1ccc(F)cc1)C(=O)NC1CCN(S(=O)(=O)c2ccccc2)CC1 (stereo not drawn) | 0% | -0.5% | -8% | -15% | -1% | -2% | 3% | 6% | 19% | 4% | 0
Cc1cccc(N(C(=O)c2csnn2)C(C(=O)NC2CCCC2)c2ccncc2)c1 (stereo not drawn) | -2% | -1.5% | 0% | 7% | 4% | -1% | 0% | -9% | -31%[inhibitor] | -3% | 3
COc1ccc(NC(=O)CNC(c2ccccc2)c2ccccc2)cc1Cl | 16% | -0.7% | -83% | 3% | 2% | 0% | -13% | 0% | 4% | -5% | 24
CC(C)C[C@H]1CN([C@@H](CC(C)C)CN2CCC[C@@H]2CN2C(=O)C(=O)NC[C@@H]2Cc2ccccc2)C(=O)C(=O)N1CCc1ccccc1 | x | x | -29% | x | 10% | -11% | -8% | x | 28% | x | x
O=C(NC1CCCN(Cc2ccc(Cl)cc2)C1)c1c(F)cccc1F (stereo not drawn) | 28% | 0.6% | -8% | 11% | -2% | -7% | 3% | -7% | -9% | 1% | 13
Cc1noc(C)c1CSc1ccccc1C(=O)N(C)CC(=O)Nc1cccc(F)c1 | -1% | 0.1% | 4% | -1% | 0% | -1% | -3% | 1% | 9% | 1% | 0
Cc1cccc(N(C)S(=O)(=O)c2ccc3c(c2)C(C)(C)C(=O)N3C)c1 | 2% | 0.1% | 18% | -21% | 7% | 0% | -5% | -9% | 2% | -3% | 13
COCCNC(=O)CCc1nnc(C2(c3ccc(Cl)cc3)CCC2)o1 | 3% | 0.0% | 27% | -5% | 2% | 0% | 8% | 2% | -16% | -1% | 0
O=C(COc1cccc(-n2cnnn2)c1)N1CCOCC1 | -2% | 0.5% | 20% | -6% | 5% | -10% | 2% | 2% | -12% | 3% | -1
O=C(Nc1ccc2c(c1)CCC2)C1CCCO1 (stereo not drawn) | u | -0.1% | 77% | -7% | x | -6% | -1% | 14% | -8% | 1% | 10

2 of the compounds above, in CSV form.
Structure,p53 reactivation,B2AR arrestin,BRCA1 expr act,Eya2 phos inh,uPA generation,TSG101-PTAP inh,ASM inhibitor,ELG1 genotox,a7 integrin act,USP2a block,TRPV1 ag
Cc1cc(C(=O)c2ccccc2)nc2ccccc12,5%,0.0%,36%,14%,-3%,-3%,3%,6%,0%,-2%,6
O=C1N=C(N2CCOCC2)S/C1=C\c1ccncc1,-1%,-0.7%,79%,4%,4%,-5%,3%,-12%,-44%,0%,-3

Hits appear at their usual frequency. Share with any hit: about 2.6%.
